TNAP inh noacc = TNAP (human) inhibition, acceptor-free conditions; 0.26% of 200,000 active; purified TNAP, CDP-star luminescence, 30 min; AID 1012; inhibition, % at 20 µM;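 active = tissue-nonspecific alkaline phosphatase inhibition above about 50% at 20 µM in the single-dose screen, limit read from the data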;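 also: 0% = DMSO negative control and 100% = EDTA positive control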
Lmaj promast = reduces viability of Leishmania major promastigotes; resazurin fluorescence viability; inhibition, % at 10 µM; 9% of 200,000 active; in the data active = inhibition above about 50%;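 also: promastigotes grown with compound for 44 hours at 28 °C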
Hsp70 activator = switches on Hsp70 transcription | HeLa Hsp70 promoter luciferase reporter, luminescence; scaled: vehicle 0, proteasome-inhibitor control 100% | activation, % at 10 µM | 0.04% of 200,000 active;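 active = activation above the mean across all tested compounds plus 3 SD, cutoff set per campaign, cut at about 5.5% in these data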;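 also: 100% = MG132 at 30 µM as the positive control and 0% = DMSO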
PMI act = phosphomannose isomerase (human) activation; activation factor at 20 µM; 0.005% of 190,000 active; P34949; purified human PMI, coupled resazurin fluorescence, 20 min; hits give high values; 1 = vehicle control, 0 substrate-free wells; AID 1214;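 active = activation factor of 2 or more at 20 µM, relative to plate controls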
Target sequence (P34949 whole entry, looked up): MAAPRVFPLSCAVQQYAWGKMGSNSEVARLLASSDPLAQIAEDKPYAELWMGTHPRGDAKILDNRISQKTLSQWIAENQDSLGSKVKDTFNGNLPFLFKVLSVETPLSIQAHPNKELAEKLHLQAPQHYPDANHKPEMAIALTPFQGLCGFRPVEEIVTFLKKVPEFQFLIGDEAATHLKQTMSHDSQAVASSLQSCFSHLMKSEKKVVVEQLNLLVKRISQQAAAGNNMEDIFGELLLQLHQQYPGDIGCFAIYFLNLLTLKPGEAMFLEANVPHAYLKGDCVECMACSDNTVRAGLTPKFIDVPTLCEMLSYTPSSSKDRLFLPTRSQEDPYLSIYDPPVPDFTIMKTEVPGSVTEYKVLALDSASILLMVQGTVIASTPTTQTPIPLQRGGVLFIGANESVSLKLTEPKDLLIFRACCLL
S1P3 antag = S1P3 (human) receptor antagonism | 0.27% of 170,000 active | CHO S1P3 NFAT-BLA reporter, FRET fluorescence, antagonist mode | inhibition, % at 4.98 µM | AID 485;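 active = inhibition above the plate cutoff, the mean inhibition of test wells on that plate plus 3 SD, cut at about 28% in these data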;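 also: cells challenged with S1P at its EC80 of 0.8 µM; blue over green emission ratio from cleaved BLA substrate after 4 h stimulation; 0% = S1P-stimulated wells and 100% = unstimulated DMSO-only wells; some compounds past the cut are filed as inactive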
Target sequence (Q99500 whole entry, looked up): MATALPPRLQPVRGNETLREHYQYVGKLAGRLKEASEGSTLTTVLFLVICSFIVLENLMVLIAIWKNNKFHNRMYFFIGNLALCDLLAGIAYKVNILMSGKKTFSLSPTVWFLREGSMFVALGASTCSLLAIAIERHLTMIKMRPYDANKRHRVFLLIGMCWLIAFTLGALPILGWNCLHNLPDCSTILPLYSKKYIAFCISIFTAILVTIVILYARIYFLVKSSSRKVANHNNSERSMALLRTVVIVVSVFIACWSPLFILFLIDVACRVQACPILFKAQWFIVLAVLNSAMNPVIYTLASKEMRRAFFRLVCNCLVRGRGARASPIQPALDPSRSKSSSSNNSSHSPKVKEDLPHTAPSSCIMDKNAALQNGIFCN
PMI act satM6P = increases human PMI activity with near-saturating mannose 6-phosphate; activation factor at 20 µM; P34949; coupled PMI enzyme assay, resazurin fluorescence, 20 min; hits give high values; 1 = untreated enzyme, 0 = substrate-free blank; 0.34% of 190,000 active;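 active = activation factor of 2 or more at 20 µM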
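Test system: human PMI in coupled enzyme assay; Input: PMI at 15 ng/mL final; Medium: HEPES buffer, pH 7.4; Schedule: 20 min incubation at room temperature; Technique: resorufin fluorescence at Ex 544/Em 590 nm; Compound: 20 µM single dose; Probe or stimulus: Near-saturating mannose-6-phosphate, 1.0 mM.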
Redox H2O2 prof = compounds producing H2O2 with reducing agent – biochemical, NIH compound library profiling, artefact control for MLSCN library redox annotation, primary screen | DTT-dependent redox cycling H2O2, phenol red/HRP absorbance; 100% = 100 µM peroxide control, 0% = buffer | activation, % at 10 µM | 0.03% of 200,000 active | AID 878;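 active = activation of at least 50% relative to the plate's high and low controls in the primary single-dose screen; inactive = activation below 50%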;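 also: compound incubated with DTT at 0.8 mM final as the reducing agent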
TNAP inh hi DEA = inhibitors of human TNAP at high phosphate acceptor concentration | purified TNAP, CDP-star luminescence, 1 M DEA | inhibition, % at 20 µM | 0.03% of 200,000 active;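 active = over 50% inhibition of tissue-nonspecific alkaline phosphatase at 20 µM in the single-dose screen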;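 also: plate controls were DMSO wells for no effect and EDTA-quenched wells as full inhibition for full effect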
HMGR II inh = blocks class II HMG-CoA reductase of Enterococcus faecalis | purified E. faecalis HMGR, NADPH absorbance 340 nm kinetic | inhibition, % at 10 µM | 0.41% of 190,000 active | AID 1066;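 active = inhibition above a set limit, the median over all tested compounds plus 3 SD, cut at about 9.5% in these data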;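 also: enzyme runs in reverse so mevalonate oxidation gives rising NADPH absorbance; 0% = complete reaction with DMSO and 100% = background rate lacking mevalonate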
RAM network inh = blocks the yeast RAM network. S. cerevisiae dse1pr::URA3 reporter, 5-FOA growth OD615, 2 d; analog-sensitive cbk1-as2 kinase mutant strain. inhibition, % at 50 µM. 1.8% of 190,000 active;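 active = inhibition above a set limit, 3 SD over mean compound inhibition, cut at about 8.4% in these data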;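 also: 0% = DMSO-only wells with no growth and 100% = 10 µM 1-NA-PP1 full growth; inhibition rescues growth on 5-FOA so higher OD means more RAM inhibition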
Numbers without * were called inactive. Compounds as they come; any-hit rate near 12%.

What do the screens show for `COc1ccc(NC(=O)CSc2nnnn2C)cc1`?
TNAP inh noacc: -7.4; Lmaj promast: -6.0; Hsp70 activator: -0.4; PMI act: 1; S1P3 antag: -0.3; PMI act satM6P: 1; Redox H2O2 prof: 0.2; TNAP inh hi DEA: -7.1; HMGR II inh: 0.4; RAM network inh: 1.5

How did Cc1ccc(C(=O)NCCN2C3=NC[C@H](C(C)C)N3C[C@H]2Cc2ccc(O)cc2)cc1Br do in these assays?
TNAP inh noacc: -2.6; Lmaj promast: 5.1; Hsp70 activator: 0.2; PMI act: 0.7; S1P3 antag: -6.0; PMI act satM6P: 1; Redox H2O2 prof: 0.7; TNAP inh hi DEA: -8.1; HMGR II inh: 1.0; RAM network inh: 1.9

Results for Cc1[nH]nc(-c2ccc(OCc3cnn(-c4ccccc4)c3)cc2O)c1Oc1ccc(Cl)cc1 ?
TNAP inh noacc: -9.3; Lmaj promast: 6.7; Hsp70 activator: -0.4; PMI act: 0.9; PMI act satM6P: 0.9; Redox H2O2 prof: 0.8; TNAP inh hi DEA: -2.2; HMGR II inh: -2.3; RAM network inh: 2.2

What do the screens show for `CCC(NC(=O)c1ccccc1NC(=O)c1ccc(OC)cc1)C(=O)N1CCCC1` (centres undefined)?
TNAP inh noacc: 1.4; Lmaj promast: 0.6; Hsp70 activator: 0.1; PMI act: 1; S1P3 antag: 1.5; PMI act satM6P: 0.7; Redox H2O2 prof: -0.1; TNAP inh hi DEA: -2.7; HMGR II inh: -0.2; RAM network inh: 1.3

Results for CC(C)(C)c1cc(C(=O)NCCN2CCCC2)cc(C(C)(C)C)c1 ?
TNAP inh noacc: -18.9; Lmaj promast: 18.9; Hsp70 activator: -0.1; PMI act: 1; S1P3 antag: -11.3; PMI act satM6P: 1; Redox H2O2 prof: 6.1; TNAP inh hi DEA: -7.2; HMGR II inh: -0.3; RAM network inh: -0.9

Results for COc1ccc(-n2c(=O)[nH]c3c(C(N)=O)nc(C4CCCCC4)nc32)cc1 ?
TNAP inh noacc: -77.6; Lmaj promast: 34.1; Hsp70 activator: 0.1; PMI act: 0.9; S1P3 antag: -8.4; PMI act satM6P: 0.9; Redox H2O2 prof: 4.9; TNAP inh hi DEA: -5.3; HMGR II inh: 5.0; RAM network inh: 7.2

What do the screens show for `COc1ccc(S(=O)(=O)N2CCCOC2CNC(=O)C(=O)NCc2ccco2)cc1` (centres undefined)?
TNAP inh noacc: -3.7; Lmaj promast: -2.9; Hsp70 activator: 0.1; PMI act: 1.1; S1P3 antag: -15.0; PMI act satM6P: 1.1; Redox H2O2 prof: -0.3; TNAP inh hi DEA: 3.0; HMGR II inh: -3.8; RAM network inh: 1.6

Results for Cc1cc(C)n(-c2nc(NCc3cccnc3)c3c4c(sc3n2)COC(C)(C)C4)n1 ?
TNAP inh noacc: -11.4; Lmaj promast: 12.9; Hsp70 activator: -0.2; PMI act: 0.9; S1P3 antag: 20.5; PMI act satM6P: 0.9; Redox H2O2 prof: 1.5; TNAP inh hi DEA: -3.3; HMGR II inh: -4.2; RAM network inh: 2.2

How did CCOc1cc(/C=C/c2ccc3cccc([N+](=O)[O-])c3n2)ccc1O do in these assays?
TNAP inh noacc: 0.0; Lmaj promast: 72.7*; Hsp70 activator: 0.1; PMI act: 1; S1P3 antag: -1.4; PMI act satM6P: 1.1; Redox H2O2 prof: -0.2; TNAP inh hi DEA: 12.5; HMGR II inh: 1.6; RAM network inh: 1.0

What do the screens show for `CCNc1nc(NCC)n2c(SC(C(=O)Nc3cc(Cl)cc(Cl)c3)c3ccccc3)nnc2n1` (centres undefined)?
TNAP inh noacc: -2.3; Lmaj promast: 5.1; Hsp70 activator: -0.3; PMI act: 1; S1P3 antag: -2.1; PMI act satM6P: 0.8; Redox H2O2 prof: 1.8; TNAP inh hi DEA: -1.9; HMGR II inh: -1.9; RAM network inh: 5.3

How did CC(Nc1nc(N2CCNCC2)nc2ccccc12)c1ccccc1 (centres undefined) do in these assays?
TNAP inh noacc: -4.9; Lmaj promast: 100.3*; Hsp70 activator: 0.5; PMI act: 1; S1P3 antag: -14.2; PMI act satM6P: 1; Redox H2O2 prof: -0.6; TNAP inh hi DEA: 1.5; HMGR II inh: -1.6; RAM network inh: -0.6

Results for Cc1cc(C(=O)NC(C)c2ccccc2)c2cc(F)ccc2n1 (centres undefined) ?
TNAP inh noacc: -12.2; Lmaj promast: -2.6; Hsp70 activator: -0.1; PMI act: 1; S1P3 antag: -23.0; PMI act satM6P: 1; Redox H2O2 prof: 0.3; TNAP inh hi DEA: -4.0; HMGR II inh: -1.1; RAM network inh: 2.0

What do the screens show for `CC(NC(=O)Nc1ccc(Cl)cc1)C(c1cccs1)N1CCOCC1` (centres undefined)?
TNAP inh noacc: -9.3; Lmaj promast: -0.4; Hsp70 activator: -0.3; PMI act: 1; PMI act satM6P: 0.9; Redox H2O2 prof: -0.4; TNAP inh hi DEA: -8.2; HMGR II inh: -0.9; RAM network inh: 0.5

What do the screens show for `O=C(CCSc1ccccc1)Nc1ccc(OCc2ccccc2)cc1`?
TNAP inh noacc: -7.7; Lmaj promast: -3.9; Hsp70 activator: -0.1; PMI act: 1; PMI act satM6P: 0.9; Redox H2O2 prof: 1.9; TNAP inh hi DEA: 0.6; HMGR II inh: -0.4; RAM network inh: 3.0

How did CCN(C(=O)/C=C/c1ccc2c(c1)OCO2)c1ccccc1 do in these assays?
TNAP inh noacc: -2.8; Lmaj promast: 9.4; Hsp70 activator: -0.2; PMI act: 1; S1P3 antag: 4.4; PMI act satM6P: 0.9; Redox H2O2 prof: -0.4; TNAP inh hi DEA: 1.1; HMGR II inh: -2.6; RAM network inh: 0.8

What do the screens show for `Cc1ccccc1CSc1nn2c(=O)c(C)nnc2s1`?
TNAP inh noacc: 6.7; Lmaj promast: -1.9; Hsp70 activator: 0.0; PMI act: 1.1; S1P3 antag: -2.4; PMI act satM6P: 1.1; Redox H2O2 prof: 0.4; TNAP inh hi DEA: 4.5; HMGR II inh: 1.5; RAM network inh: 0.9

What do the screens show for `Fc1cccc2sc(Nc3nc4cc5c(cc4s3)OCO5)nc12`?
TNAP inh noacc: -168.7; Lmaj promast: 60.1*; Hsp70 activator: 0.5; PMI act: 0.9; S1P3 antag: 8.4; PMI act satM6P: 0.9; Redox H2O2 prof: 0.5; TNAP inh hi DEA: -6.6; HMGR II inh: -7.5; RAM network inh: 2.1

What do the screens show for `COc1cc(OC)cc(C(=O)OCc2cc3ccccc3[nH]c2=O)c1`?
TNAP inh noacc: 18.2; Lmaj promast: -4.2; Hsp70 activator: -0.2; PMI act: 1.1; S1P3 antag: -21.9; PMI act satM6P: 1.1; Redox H2O2 prof: -1.1; TNAP inh hi DEA: 2.1; HMGR II inh: -0.6; RAM network inh: 1.8

How did Cc1cccc(/C=C2/SC(=O)N(Cc3ccccc3)C2=O)n1 do in these assays?
TNAP inh noacc: -4.6; Lmaj promast: -4.5; Hsp70 activator: -0.3; PMI act: 1.1; PMI act satM6P: 1; Redox H2O2 prof: -13.9; TNAP inh hi DEA: -1.4; HMGR II inh: -10.6; RAM network inh: 4.3

What do the screens show for `CC12CCC(C(=O)N3CCN(c4ccccc4)CC3)(CC1=O)C2(C)C` (centres undefined)?
TNAP inh noacc: -9.4; Lmaj promast: -6.9; Hsp70 activator: 0.1; PMI act: 0.8; S1P3 antag: -6.9; PMI act satM6P: 1; Redox H2O2 prof: 0.9; TNAP inh hi DEA: -2.8; HMGR II inh: -1.0; RAM network inh: 3.9

What do the screens show for `O=C(O)/C=C/c1cn(-c2ccccc2)nc1-c1cccs1`?
TNAP inh noacc: -8.0; Lmaj promast: -2.2; Hsp70 activator: 0.1; PMI act: 1; S1P3 antag: -12.3; PMI act satM6P: 0.9; Redox H2O2 prof: 0.1; TNAP inh hi DEA: -2.9; HMGR II inh: -0.6; RAM network inh: 0.1

What do the screens show for `Cc1cccc(C)c1NC(=O)C(NC=O)c1ccc(N(C)C)cc1` (centres undefined)?
TNAP inh noacc: -14.3; Lmaj promast: -0.3; Hsp70 activator: -0.3; PMI act: 1; S1P3 antag: -5.7; PMI act satM6P: 1.1; Redox H2O2 prof: 3.2; TNAP inh hi DEA: -9.4; HMGR II inh: -3.5; RAM network inh: 0.3

What do the screens show for `O=C(Cn1cccc1C(=O)c1ccccc1)NCc1cccnc1`?
TNAP inh noacc: -13.2; Lmaj promast: -3.0; Hsp70 activator: 1.3; PMI act: 1.1; S1P3 antag: -11.8; PMI act satM6P: 1; Redox H2O2 prof: 0.8; TNAP inh hi DEA: -6.0; HMGR II inh: 5.5; RAM network inh: 0.4

How did O=C(Oc1ccc(Br)cc1)c1n[nH]c(=O)c2ccccc12 do in these assays?
TNAP inh noacc: -16.8; Lmaj promast: 0.8; Hsp70 activator: -0.1; PMI act: 1.1; S1P3 antag: -2.1; PMI act satM6P: 1; Redox H2O2 prof: -2.4; TNAP inh hi DEA: -2.1; HMGR II inh: -0.5; RAM network inh: 1.0

Results for Cc1ccc(NC(=O)COC(=O)Cc2csc(-c3ccc(Cl)cc3)n2)cc1C ?
TNAP inh noacc: -9.5; Lmaj promast: -4.6; Hsp70 activator: -0.4; PMI act: 1; S1P3 antag: -11.2; PMI act satM6P: 0.9; Redox H2O2 prof: -0.5; TNAP inh hi DEA: -3.3; HMGR II inh: -3.7; RAM network inh: 1.2

What do the screens show for `Cc1cc2cc(CNC(=O)Cc3ccc([N+](=O)[O-])cc3)ccc2n1C`?
TNAP inh noacc: -6.5; Lmaj promast: -5.2; Hsp70 activator: 0.3; PMI act: 0.9; S1P3 antag: -4.8; PMI act satM6P: 0.7; Redox H2O2 prof: -0.4; TNAP inh hi DEA: -0.5; HMGR II inh: -1.1; RAM network inh: 3.4

How did Cc1cccc(CN2CCN(CC(=O)NCCCN3CCN(c4ccc(F)cc4)CC3)C2=O)c1 do in these assays?
TNAP inh noacc: -6.5; Lmaj promast: 94.8*; Hsp70 activator: -0.3; PMI act: 1; PMI act satM6P: 1; Redox H2O2 prof: -0.1; TNAP inh hi DEA: -6.1; HMGR II inh: -3.1; RAM network inh: 0.8

Results for Cc1cccc(N2CCN(C(=O)C3CCN(S(=O)(=O)N4CCOCC4)CC3)CC2)c1C ?
TNAP inh noacc: -6.5; Lmaj promast: 4.6; Hsp70 activator: -0.4; PMI act: 1; S1P3 antag: 0.5; PMI act satM6P: 0.9; Redox H2O2 prof: 0.1; TNAP inh hi DEA: -3.4; HMGR II inh: -3.7; RAM network inh: -0.5

Results for CC(=O)C1=C(O)C(=O)N(c2ccc(S(=O)(=O)Nc3nccs3)cc2)C1c1ccc([N+](=O)[O-])cc1 (centres undefined) ?
TNAP inh noacc: -4.7; Lmaj promast: -11.5; Hsp70 activator: -0.2; PMI act: 1.3; S1P3 antag: 8.0; PMI act satM6P: 1.3; Redox H2O2 prof: -0.1; TNAP inh hi DEA: -3.1; HMGR II inh: -1.5; RAM network inh: 0.4

What do the screens show for `CC1=C(C(=O)Nc2ccccc2)C(c2ccccn2)n2ncnc2N1` (centres undefined)?
TNAP inh noacc: -6.7; Lmaj promast: 1.6; Hsp70 activator: -0.1; PMI act: 1; PMI act satM6P: 1; Redox H2O2 prof: 0.0; TNAP inh hi DEA: -7.2; HMGR II inh: -6.0; RAM network inh: 1.4

Screens (PubChem BioAssay)
